PP5 inh = inhibitors of human protein phosphatase 5 (PP5). purified PP5c, OMFP substrate fluorescence. inhibition, % at 6.7 µM. hit rate 0.18% among 320,000. AID 1987;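 active = inhibition above the campaign's mean inhibition across all tested compounds plus 3 SD, cut at about 9.5% in these data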;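 note: 0% = DMSO only and 100% = 100 µM cantharidin control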
Target sequence (P53041 whole entry, looked up): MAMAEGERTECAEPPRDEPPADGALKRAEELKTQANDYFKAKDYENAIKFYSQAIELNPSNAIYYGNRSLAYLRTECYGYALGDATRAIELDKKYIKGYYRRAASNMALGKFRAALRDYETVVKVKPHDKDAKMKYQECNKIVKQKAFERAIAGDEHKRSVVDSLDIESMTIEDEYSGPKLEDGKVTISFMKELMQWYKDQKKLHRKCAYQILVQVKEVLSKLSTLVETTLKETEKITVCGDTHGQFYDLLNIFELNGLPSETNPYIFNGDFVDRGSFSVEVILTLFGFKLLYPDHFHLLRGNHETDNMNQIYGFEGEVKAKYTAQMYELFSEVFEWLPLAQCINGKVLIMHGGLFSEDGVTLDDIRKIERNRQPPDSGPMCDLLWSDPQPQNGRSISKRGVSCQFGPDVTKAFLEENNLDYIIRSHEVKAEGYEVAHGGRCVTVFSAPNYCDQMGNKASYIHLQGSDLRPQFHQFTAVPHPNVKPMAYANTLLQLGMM
TPT1 inh = inhibitors of Candida albicans tRNA 2'-phosphotransferase TPT1 | recombinant caTPT1, FP RNA substrate dephosphorylation | inhibition, % at 5 µM | hit rate 0.81% among 300,000 | AID 1962;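 active = inhibition above the mean of all tested compounds plus 3 SD, set per screening campaign, cut at about 24% in these data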;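 note: plate controls were DMSO alone for no effect and ferristatin control at 100 nM for full effect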
Fh CTSL1 inh = counter-screen for PFM18AAP inhibitors: inhibitors of F. hepatica cathepsin L1 | recombinant F. hepatica cathepsin L1, Z-Leu-Arg-MCA fluorescence | inhibition, % at 5.96 µM | hit rate 0.49% among 300,000;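 active = inhibition above the mean of all tested compounds plus 3 SD, set per screening campaign, cut at about 17% in these data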;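 note: 0% = plate median of test compound wells and 100% = 1 µM Z-Phe-Ala-diazomethylketone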
Efflux pump mplx = antifungal efflux pump inhibition, Nile Red retention; S. cerevisiae Candida pump triplex; inhibition, % at 10 µM; hit rate 0.44% among 330,000; AID 485275;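 active = plate passing quality check with inhibition over a set limit, or well fluorescence over plate mean plus 4 SD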;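 note: Nile Red retained in pooled yeast measured as flow cytometry median fluorescence; 0% = buffer negative control and 100% = Enniatin B positive control; higher means more Nile Red kept so more efflux inhibition; some compounds called inactive have numbers as strong as hits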
EBNA-1 inh = blocks EBNA-1 binding to DNA. EBNA-1 DNA binding, fluorescence polarization. inhibition, % at 14.8 µM. hit rate 0.34% among 300,000; in the data active = inhibition above about 28%
HCV core dimer = blocks dimerization of HCV core protein; TR-FRET GST/Flag-core106 dimerization, 1536-well; AID 1899; hit rate 0.33% among 300,000; inhibition, % at 5 µM;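 active = inhibition above the mean of all tested compounds plus 3 SD, set per screening campaign, cut at about 45% in these data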
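Assay system: Tagged HCV core106 pair (GST and Flag) | Buffer or medium: KF-containing HEPES buffer, pH 7.45, DTT, CHAPS, BSA | Also added: Eu donor and XL665 acceptor anti-tag antibodies | Dosing: One concentration, 5 µM, in 0.5% DMSO | Timing: 4 h at 22.5 °C | Technique: TR-FRET 671 and 617 nm emission | Repeats: Singlicate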
ZTA DNA inh = blocks Epstein-Barr virus ZTA, an EBNA-1 counter-screen; ZTA-DNA binding, fluorescence polarization; hit rate 0.15% among 320,000; inhibition, % at 11 µM; in the data active = inhibition above about 33%
Target sequence (P03206 whole entry, looked up): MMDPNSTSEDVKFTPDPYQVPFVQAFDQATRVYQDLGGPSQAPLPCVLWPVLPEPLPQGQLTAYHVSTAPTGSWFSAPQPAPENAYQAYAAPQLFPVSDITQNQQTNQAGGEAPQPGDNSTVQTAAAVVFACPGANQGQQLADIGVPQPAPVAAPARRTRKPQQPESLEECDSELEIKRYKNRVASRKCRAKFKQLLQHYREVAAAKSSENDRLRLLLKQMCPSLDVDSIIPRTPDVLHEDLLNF
PP1 counter = blocks human PP1-alpha phosphatase, a PP5 counter-screen; P62136; purified PP1alpha, OMFP fluorescence; inhibition, % at 6.7 µM; hit rate 0.9% among 320,000; AID 2235;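 active = inhibition above the mean inhibition of all tested compounds plus 3 SD, computed separately for each screening campaign, cut at about 15% in these data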
Target sequence (P62136 whole entry, looked up): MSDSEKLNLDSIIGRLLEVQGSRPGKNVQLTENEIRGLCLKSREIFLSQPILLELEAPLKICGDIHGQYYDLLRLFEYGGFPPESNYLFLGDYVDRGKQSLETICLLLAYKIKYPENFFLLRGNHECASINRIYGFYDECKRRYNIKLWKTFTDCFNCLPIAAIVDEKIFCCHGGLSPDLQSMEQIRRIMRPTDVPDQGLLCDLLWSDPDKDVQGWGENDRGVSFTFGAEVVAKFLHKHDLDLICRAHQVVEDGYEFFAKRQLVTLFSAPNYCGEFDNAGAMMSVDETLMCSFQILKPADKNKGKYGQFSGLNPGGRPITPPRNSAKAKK
PREPL inhibitor = inhibitors of human prolyl oligopeptidase-like enzyme PREPL; Q4J6C6; hit rate 0.68% among 320,000; recombinant PREPL, fluorescence polarization activity-based probe; inhibition, % at 5.96 µM; in the data active = inhibition above about 43%;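 note: 0% = enzyme with DMSO and 100% = wells lacking enzyme; many of its hits are not listed in these tables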
* = called active by the depositor; . = no result given. The list is partial; the hit share may differ from the screen's.

Values run as follows: PP5 inh	ZTA DNA inh	Efflux pump mplx	PREPL inhibitor	EBNA-1 inh	Fh CTSL1 inh	PP1 counter	TPT1 inh	HCV core dimer
1) CCOC(=O)c1c(C)[nH]c(C)c1S(=O)(=O)N(C)CC(=O)Nc1cccc(C)n1
    -2.6	2	-0.1	8	-10	-2	-6	2	-1
2) CC(C)(C)NC(=O)CSc1nnc(NC(=O)CCc2ccccc2)s1
    -1.7	-7	0.1	8	4	-5	-1	-2	-3
3) Cc1ccccc1C(=O)NNC(=S)NC(=O)c1ccc(Cl)cc1Cl
    1.1	8	-0.1	5	7	0	4	3	3
4) O=C(Nc1nn[nH]n1)c1cccc(Oc2ccccc2)c1
    0.6	-3	0.0	2	0	-1	26*	-3	-1
5) O=C(Nc1cccnc1)c1sc(Nc2ccccc2F)nc1-c1ccccc1
    -0.5	14	0.0	3	-6	0	-1	-2	9
6) COC(=O)CN(c1cc(Cl)ccc1OC)S(=O)(=O)c1ccc(C)cc1
    0.7	2	0.1	13	1	4	0	-4	-2
7) CC(C(=O)NCC1(c2ccccc2)CCCC1)N1CCOCC1 (centres undefined)
    0.6	3	0.0	-3	0	-1	0	0	-2
8) CCOC(=O)c1c(NC(C)=O)sc2c1CCC(C=NCCCN(CC)CC)=C2Sc1ccccc1
    -0.6	0	-0.1	13	7	-2	6	-2	1
9) COc1ccc(C2CC(=O)N(CC(=O)NCC3CCCO3)c3ccccc3S2)cc1OC (centres undefined)
    -1.7	11	0.0	1	5	-2	-1	1	-2
10) O=S(Cc1ccc(Br)cc1)Cc1nnc(SCc2c(F)cccc2Cl)n1-c1ccccc1 (centres undefined)
    4.2	-1	-0.2	15	-3	0	4	0	8
11) COc1ccc(S(=O)(=O)N(Cc2nc3ccccc3c(=O)[nH]2)C2CCCC2)cc1
    -2.9	9	0.0	0	10	7	0	-4	7
12) O=C(CC(Cc1ccccc1)c1ccco1)NC1CCCCC1 (centres undefined)
    2.8	-2	-0.2	-10	-3	0	0	3	2
13) O=C(O)[C@H](Cc1ccccc1)Nc1ccc([N+](=O)[O-])cn1
    2.6	-5	-0.2	14	-3	7	-2	16	13
14) COc1ccc(C2C(C(=O)c3ccco3)=C(O)C(=O)N2CC2CCCO2)cc1 (centres undefined)
    -1.4	-4	-0.2	-6	-1	0	-3	0	1
15) Cc1cccc(OCC(=O)N/N=C/c2sc(=O)n(Cc3cccc(C(=O)O)c3)c2Cl)c1
    13*	-4	0.0	-10	2	-1	3	4	2
16) O=c1cc(-c2ccccc2)nc2nc(-c3ccccc3)[nH]n12
    -1.3	13	0.0	2	0	-2	-1	2	8
17) O=C(Cc1cccc2ccccc12)N/N=C/c1ccc(O)c([N+](=O)[O-])c1
    -1.3	-1	-0.1	-2	10	3	-3	0	-2
18) O=C(NCc1cccs1)c1ccncc1
    3.6	-25	-0.1	19	-6	1	0	0	-6
19) CCOC(=O)C1CCN(c2c(NCc3ccc(N(C)C)cc3)c(=O)c2=O)CC1
    -1.0	2	-0.2	18	0	3	-3	-1	-5
20) Cc1cccc(-c2nc3sc(C)cc3c(=O)o2)c1
    2.5	-14	-0.2	-7	-2	-1	2	-3	1
21) CC(c1ccc(F)cc1)n1cc(S(=O)(=O)N2CCCC2)ccc1=O (centres undefined)
    -0.3	1	0.3	8	.	.	-4	.	.
22) COc1cc(C(NC=O)C(=O)Nc2c(C)cccc2C)ccc1O (centres undefined)
    1.6	5	-0.2	-6	7	-2	1	-4	-4
23) CC(=O)Oc1cccc(N2C(=O)C3CC=CCC3C2=O)c1 (centres undefined)
    0.7	16	-0.1	1	3	-22	-1	-2	3
24) CC(C)NC(=O)c1onc(CSc2ccc(F)c(F)c2)c1C(=O)NC(C)C
    2.6	-7	0.0	-4	10	-1	5	0	-12
25) CSC1=NCCN1C(=O)Cc1cccs1
    -1.3	15	0.0	-1	5	-2	-4	2	3
26) NC(=O)c1ccc(-n2nnnc2SCC(=O)Nc2ccccc2F)cc1
    -0.6	16	0.0	-4	5	3	-2	-3	12
27) CCOC(=O)CC(=O)CSC1=C(C#N)C(c2ccccc2OC)CC(=O)N1 (centres undefined)
    2.1	-2	0.1	-3	4	-4	-1	1	-4
28) S=c1nc(-c2ccccc2)n(-c2ccccc2)[nH]1
    1.0	6	-0.3	-1	-7	-5	0	-4	6
29) CCOC(=O)c1[nH]c(C)c(C(=O)N2CCc3c([nH]c4ccccc34)C2c2ccccn2)c1C (centres undefined)
    0.7	6	0.2	17	3	1	1	0	13
30) CC(C)Cc1c2c([nH]c(=S)c1C#N)CCCC2
    1.8	-6	0.1	0	-15	-1	1	4	1
31) CCOC(=O)c1oc2ccccc2c1NC(=O)c1cccc(OC)c1OC
    0.9	-5	-0.1	-3	6	1	1	-4	-3
32) COc1cc(OC)cc(C(=O)Nc2nc3ccccc3[nH]2)c1
    3.9	0	0.1	2	-4	-1	2	-4	-2
33) CCOC(=O)C1=C(C)OC(N)=C(C#N)C1c1cc(OC)c2c(c1)OCO2 (centres undefined)
    3.0	-6	0.0	-7	-8	1	3	-2	2
34) Cc1c(Cl)cccc1NC(=S)NCCN1CCOCC1
    -1.2	1	0.2	0	8	2	-1	1	2
35) COc1ccccc1CC(NC(C)=O)C(=O)N1CCN(C(=O)Nc2ccccc2Cl)CC1 (centres undefined)
    1.9	-7	0.2	10	1	2	-1	0	-1
36) COc1cc(C(=O)N2CCN(C(=O)C3COc4ccccc4O3)CC2)cc(OC)c1OC (centres undefined)
    0.2	4	-0.4	11	-14	9	-10	-2	-18
37) O=C1CC(C(=O)O)S/C(=N\NC(=O)c2ccc(F)cc2)N1 (centres undefined)
    -1.6	-6	-0.7	6	-6	3	-3	0	2
38) O=C(COC(=O)c1cccc(Br)c1)NCCNC(=O)COC(=O)c1cccc(Br)c1
    3.1	-1	0.0	9	-5	-4	5	0	-10
39) O=C(CSc1nc(-c2ccco2)cc(C(F)(F)F)n1)NCCc1ccccc1
    1.3	-15	0.0	3	1	3	0	-2	5
40) COc1cc2sc3ccc(C#Cc4ccc(N)cc4)cc3c(=O)c2cc1OC
    -1.2	10	0.0	6	5	3	-1	2	5
41) Cc1ccc(NC2CCCN(C(=O)CCCN3CCCCC3=O)C2)cc1C (centres undefined)
    0.8	5	0.6	18	4	4	3	0	3
42) C/C(=N\NC(=O)COc1ccccc1-c1ccccc1)c1ccccn1
    -0.2	1	-0.1	-4	4	2	3	-3	0
43) CCOc1ccccc1N(CC(=O)Nc1ccccc1C(=O)OC)S(C)(=O)=O
    2.7	3	0.2	5	3	1	-2	1	1
44) CCCn1c2ccccc2c2cnn(CC(=O)N3CCOCC3)c(=O)c21
    0.3	-2	0.0	7	3	4	0	-3	-5
45) CC(C)(C)CC(C)(C)c1ccc(O)c(CN2CCN(CCC#N)CC2)c1
    -4.2	2	0.2	-1	0	1	6	1	3
46) N#Cc1nc(Cc2ccccc2)oc1NCc1cccnc1
    -0.8	-15	-0.1	16	5	2	-3	-5	1
47) C/C(=N\NC(=O)COc1ccccc1-c1ccccc1)c1cccnc1
    2.0	11	0.0	-9	10	-15	1	-2	3
48) O=C(C1CCCCN1S(=O)(=O)c1ccccc1)N1CCN(C(c2ccccc2)c2ccccc2)CC1 (centres undefined)
    4.6	9	0.0	10	-7	1	11	-1	17
49) COc1ccc(NS(=O)(=O)c2ccc(OC)c(NC(=O)CCC3CCCCC3)c2)cc1
    3.5	1	-0.3	-4	4	1	4	-2	19
50) O=C(Cn1nnc(N2CCCCC2)n1)c1ccc(Cl)c(Cl)c1
    2.4	-7	0.1	4	9	-2	-2	3	15

Going on with the list.
Values run as follows: PP5 inh	ZTA DNA inh	Efflux pump mplx	PREPL inhibitor	EBNA-1 inh	Fh CTSL1 inh	PP1 counter	TPT1 inh	HCV core dimer
51) Nc1c(Cl)ncnc1NCC(O)CO (centres undefined)
    2.2	-18	0.0	16	2	-5	-8	-1	-7
52) Cc1ccc(OCCNC(=O)c2cc(C(=O)NCCOc3ccc(C)cc3)cc([N+](=O)[O-])c2)cc1
    7.9	16	0.2	13	-1	-2	12	0	10
53) CC(=O)Nc1cc(C(=O)O)ccc1S(=O)(=O)c1ccc(C)cc1
    2.7	-5	0.2	13	2	3	-5	1	0
54) NC(=O)N=Nc1c(O)[nH]c2c(Br)cc(Br)cc12
    2.2	14	0.3	19	-2	5	-4	2	-1
55) Cc1ccccc1OCC(=O)NNC(=O)c1cc(S(=O)(=O)N2CCOCC2)ccc1N1CCCC1
    -0.4	6	0.1	-1	-11	-23	-4	1	-2
56) O=c1c2c(n3cnnc3n1-c1ccccc1)-c1ccccc1CC21CCCC1
    -0.9	18	-0.2	2	1	-1	0	3	7
57) NS(=O)(=O)c1cccc(NC(=O)COC(=O)CCSc2ccccc2)c1
    2.8	-7	0.4	5	-25	-60	0	2	1
58) O=C(Nc1ccccc1)C1CCN(S(=O)(=O)c2ccc3c(c2)OCCO3)CC1
    -1.0	3	-0.1	-5	11	0	-4	3	3
59) CC(=O)Cc1nsc(NC(=O)c2ccc(COc3ccccc3C)o2)n1
    0.3	2	-0.1	10	9	6	1	2	-12
60) COc1ccc(-n2nc(C(=O)NCC(=O)NCc3ccccc3OC)c3ccccc3c2=O)cc1
    -0.7	1	0.0	-3	3	0	-3	0	0
61) COC(=O)c1ccc(OC)c(CN2CCCN(Cc3ccc(F)cc3)S2(=O)=O)c1
    6.2	10	0.7	-6	-16	-3	-1	1	6
62) CC(=O)Nc1ccc2nc3ccccc3nc2c1
    1.1	-7	-0.2	7	-8	-1	-4	-16	-24
63) COc1ccc(N2C(N)=NC(N)=NC2(C)C)cc1
    0.9	1	0.0	1	9	0	1	-3	5
64) Cc1cc(N2C3CCC2CC(O)(c2ccc(F)cc2)C3)nc(-c2ccccc2)n1 (centres undefined)
    5.7	6	0.0	-22	-2	-1	7	-4	2
65) OC(Cn1cncn1)(c1ccc(F)cc1)c1ccc(Cl)cc1 (centres undefined)
    -0.5	-1	0.0	-36	-8	-12	-6	-3	8
66) Cc1nc(N2CCCCC2C)c2c(C)c(C(=O)Nc3cccc(C(F)(F)F)c3)sc2n1 (centres undefined)
    3.1	0	0.1	-5	-2	3	-1	0	13
67) CC(C(=O)Nc1ccc(O)cc1C(=O)O)N1C(=O)/C(=C\c2cccs2)SC1=S (centres undefined)
    1.6	17	0.0	3	4	10	4	0	8
68) N/C(Cc1ccccc1Sc1ccccc1)=N\O
    2.4	-11	-0.3	-5	0	-4	-1	1	0
69) CCc1nnc(NS(=O)(=O)c2ccc(N3C(=O)c4ccccc4C3=O)cc2)s1
    2.9	-11	0.0	6	7	-4	0	-5	-8
70) O=C(COC(=O)/C=C/c1ccc([N+](=O)[O-])cc1)NCc1ccco1
    -0.1	2	0.1	13	5	-7	-3	-1	-3
71) COCc1cc(CN2CCCC(C(=O)c3cccc(C(F)(F)F)c3)C2)ccc1OC (centres undefined)
    -0.6	0	-0.2	8	-8	3	1	-6	-5
72) COc1ccc(NC(=O)c2oc3cc(C)c(C)cc3c2C)c(OC)c1
    2.6	9	0.1	17	3	-3	0	2	-3

Structural class, the compounds so far containing a nitro group on carbon.
Values run as follows: PP5 inh	ZTA DNA inh	Efflux pump mplx	PREPL inhibitor	EBNA-1 inh	Fh CTSL1 inh	PP1 counter	TPT1 inh	HCV core dimer
13) O=C(O)[C@H](Cc1ccccc1)Nc1ccc([N+](=O)[O-])cn1
    2.6	-5	-0.2	14	-3	7	-2	16	13
17) O=C(Cc1cccc2ccccc12)N/N=C/c1ccc(O)c([N+](=O)[O-])c1
    -1.3	-1	-0.1	-2	10	3	-3	0	-2
52) Cc1ccc(OCCNC(=O)c2cc(C(=O)NCCOc3ccc(C)cc3)cc([N+](=O)[O-])c2)cc1
    7.9	16	0.2	13	-1	-2	12	0	10
70) O=C(COC(=O)/C=C/c1ccc([N+](=O)[O-])cc1)NCc1ccco1
    -0.1	2	0.1	13	5	-7	-3	-1	-3

Assay outcomes (PubChem)
